Screening results from PubChem.
Coupling enz – inhibits coupling enzyme system, counter-screen for aldolase hits. coupling enzyme system counterscreen, AmpLite Red fluorescence. 290,000 compounds, 0.67% hits. activity change, negative = inhibition, % at 58.2 µM, hits read low. AID 2472; in the data active means activity change below about -30%
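Counterscreen of the coupled detection system alone, without aldolase: glyceraldehyde-3-phosphate coupling enzymes plus AmpLite Red readout. Compounds at 57.5 uM final, 10 min RT preincubation, 20 min RT reaction, fluorescence 525/598 nm.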
Numbers without * were called inactive; & = joins results of further samples. On the % scale 0 is the no-effect control and ±100 the full control effect. These rows are one share of the data; count on the stated rates, not on these rows.

SMILES	Coupling enz
C=Cc1ccc([C@H]2N[C@@H](C(=O)O)CC[C@@H]2C)cc1	0
Cc1noc(C)c1-c1ccc2ncnc(NCc3cc(F)cc(F)c3)c2c1	-20
CC[C@H](C)[C@H](NC(=O)[C@H](Cc1ccc(O)cc1)NC(=O)CNC(=O)[C@@H]1CCCN1C(=O)[C@H](CC(=O)O)NC(=O)[C@@H](N)CS)C(=O)NCC(=O)N[C@@H](CO)C(=O)N[C@@H](CCCN=C(N)N)C(N)=O	-1
O=C(c1ccncc1)N1CCC[C@@]2(CCN(c3ccccc3)C2)C1	-7
CC(C)C[C@@H](CC(=O)N[C@H](CC(=O)N[C@@H]1CCCC[C@H]1C(=O)N[C@H](CC(=O)N[C@@H](CCC(=O)O)CC(=O)O)CC(C)C)C(C)C)NC(=O)[C@@H]1CCCC[C@H]1N	1
CC(=O)OC[C@@]1(O)C[C@]23CCC4c5ccoc5CC[C@@]4(C)C2CCC1C3 (stereo not given in full)	-1
NC(CSCSCC(N)C(=O)O)C(=O)O (stereo not given)	2
Cc1noc(C)c1-c1nc(Nc2ccccc2)c2ccccc2n1	2
COc1ccc2nccc(C(=O)O)c2c1	2
Cc1cnc(CNc2ncncc2-c2ccccc2C#N)cn1	0
CCOC(=O)N/N=C/c1ccccc1-c1cc(OC)ccc1OC	2
NCCC[C@@H](CC(=O)N[C@@H]1CCCC[C@H]1C(=O)N[C@H](CC(=O)N[C@@H](CCC(=O)O)CC(=O)O)Cc1c[nH]c2ccccc12)NC(=O)C[C@H](CO)NC(=O)[C@@H]1CNCC[C@H]1N	0
COC(=O)[C@@H]1C[C@@H]2CC[C@@H](O)C[C@@H]2N1Cc1ccc(C)s1	0
COC(=O)[C@H]1C[C@@H]2CC[C@@H](O)C[C@@H]2N1Cc1c(F)cccc1Cl	0
Cc1noc(C)c1-c1ccc2ncnc(NCc3ccc(-c4ccccc4)cc3)c2c1	-1
COc1c(C=O)c(=O)[nH]c2c(OC)cccc12	1
CC(C)=CCC/C(C)=C\COc1c2ccoc2cc2oc(=O)ccc12	-5
CCCCCCN(C(=O)CCCCCN1C(=O)NC(C2CC2)C(C(=O)OCc2ccccc2)=C1C)C(C(=O)NCCCC)c1ccc(OCC(=O)OC)c(C(=O)OC)c1 (stereo not given)	-1
COc1ccc(Oc2ncc3nc(CCc4ccccc4)c(=O)n(C[C@H]4CCCO4)c3n2)cc1	1
CC(=O)OC[C@@H]1O[C@@H](O/N=C2/C[C@@H](O)[C@@H](O)[C@@H]3[C@@H]4C(=O)N(C[C@@H]5CCCO5)C(=O)[C@H]4CC[C@H]23)[C@H](OC(C)=O)[C@H](OC(C)=O)[C@@H]1OC(C)=O	8
COc1ccc([C@@H]2CC(=O)c3c(O)cc(O[C@@H]4O[C@H](CO)[C@@H](O)[C@H](O)[C@H]4O[C@@H]4O[C@@H](C)[C@H](O)[C@@H](O)[C@H]4O)cc3O2)cc1	0
COc1ccc(C(=O)N2CCC[C@@]3(CCN(Cc4ccncc4)C3)C2)cc1	2
CNc1nc(-c2ccc3c(c2)OCO3)nc2ccccc12	-5
COc1ccc(-c2nc3cnc(Nc4cccc(OC)c4)nc3n(C[C@H]3CCCO3)c2=O)cc1	-5
Cc1noc(C)c1-c1ccc2ncnc(NCc3cccs3)c2c1	0
CCCCNc1nc(C)nc2c1nc(-c1ccccc1)n2CC(C)(C)CN(C)C	3
COC(=O)CCC(=O)OC1(C)C(=O)C=C2C=C(CCCNC(=O)OC(C)(C)C)OC=C2C1=O (stereo not given)	2
COC(=O)N1CCC2(CC1)CN(C(=O)Nc1cccc(C#N)c1)C2	4
O=c1[nH]c(=O)c2nc(Br)n(C3OC(CO)C(O)C3O)c2[nH]1 (stereo not given)	3
COc1ccc(NC(=O)N2CC[C@@]3(CCCN(C(=O)c4ccc(OC)cc4)C3)C2)cc1	2
O=C(c1cnccn1)N1CCC2(CCCN(c3ccncc3)C2)CC1	2
CCCCCCCCCCCCCCCC(=O)C(F)(F)F	-4
C/C=C(/CC[C@@H](C)[C@H]1CCC2C3=CC[C@H]4[C@H](C)[C@@H](O)CC[C@]4(C)C3CC[C@@]21C)C(C)C (stereo not given in full)	3
O=c1cnc2cncnc2n1Cc1ccccc1	5
CN(Cc1ccco1)c1cc(-c2ccoc2)ncn1	-11
Cc1csc(-c2nc3ccccc3n2C)n1	4
c1ccc(-c2cccc(N3CC4(CCNCC4)C3)c2)cc1	4
COc1ccccc1CNc1ncnc2ccc(-c3ccccc3OC)cc12	1
CCCn1c(-c2ccc(F)cc2)nc2c(NCCCN(C)C)nc(C)nc21	0
COCC(=O)N1CCC2(CC1)CN(c1ccncc1)C2	-4
COC(=O)[C@@H]1C[C@@]2(O)[C@H](O)[C@H](O)[C@H](O)C[C@H]2N1CC1CCCCC1	3
Clc1ccccc1-c1ccc2ncnc(NCCN3CCOCC3)c2c1	1
CC(=O)N1[C@H](Cc2ccccc2)C=C[C@]1(C)C(=O)NCc1cc(F)cc(C(F)(F)F)c1	-2
CC(=O)OC1CCC2(C)C3=C(CCC2C1(C)C)[C@]1(C)CCC(C(C)CCC=C(C)C)[C@]1(C)CC3 (stereo not given in full)	-3
C/C=C(\C=C\[C@@H](C)C/C=C/CC/C=C/C=C\C[C@@H](OC)/C(C)=C\C=C(C)C)CC(=O)O	-3

Exported comma-delimited: 7 of the compounds above
SMILES,Coupling enz
O=c1cnc2cncnc2n1Cc1ccccc1,5
COCC(=O)N1CCC2(CC1)CN(c1ccncc1)C2,-4
C/C=C(\C=C\[C@@H](C)C/C=C/CC/C=C/C=C\C[C@@H](OC)/C(C)=C\C=C(C)C)CC(=O)O,-3
CC(=O)OC1CCC2(C)C3=C(CCC2C1(C)C)[C@]1(C)CCC(C(C)CCC=C(C)C)[C@]1(C)CC3 (stereo not given in full),-3
Clc1ccccc1-c1ccc2ncnc(NCCN3CCOCC3)c2c1,1
C/C=C(/CC[C@@H](C)[C@H]1CCC2C3=CC[C@H]4[C@H](C)[C@@H](O)CC[C@]4(C)C3CC[C@@]21C)C(C)C (stereo not given in full),3
CCCCCCCCCCCCCCCC(=O)C(F)(F)F,-4

4 compounds drawn at random from those above, as already listed:
SMILES	Coupling enz
C/C=C(\C=C\[C@@H](C)C/C=C/CC/C=C/C=C\C[C@@H](OC)/C(C)=C\C=C(C)C)CC(=O)O	-3
COC(=O)[C@@H]1C[C@@]2(O)[C@H](O)[C@H](O)[C@H](O)C[C@H]2N1CC1CCCCC1	3
Clc1ccccc1-c1ccc2ncnc(NCCN3CCOCC3)c2c1	1
c1ccc(-c2cccc(N3CC4(CCNCC4)C3)c2)cc1	4

The list continues:
SMILES	Coupling enz
COc1cccc(-c2cncnc2NCc2ccccc2)c1	2
CNc1ccnc(-c2cccc(NS(C)(=O)=O)c2)n1	0
C#CCCCO/N=C1/C[C@@H](O)[C@@H](O)[C@@H]2[C@H]3C(=O)N(c4ccc(F)cc4F)C(=O)[C@@H]3CC[C@@H]12	2
C=CCNC(=O)N1CCc2nc(CCCC)c3c(c2C1)CO[C@@H](C)C3	0
COC(=O)[C@@]1(Cc2ccc(OC)cc2)[C@H]2c3cc(C(=O)N4CCCC4)n(Cc4ccc(O)c(OC)c4)c3C[C@H]2CN1C(=O)c1ccccc1	-2
CN[C@H]1CCc2cc(OC)c(OC)c(OC)c2-c2ccc(N[C@@H]3CCCCNC3=O)c(=O)cc21	-10
CN1CCN(c2ncnc3ccc(-c4cccc(NS(C)(=O)=O)c4)cc23)CC1	0
FC(F)(F)c1ccccc1-c1nc(N2CCNCC2)c2ccccc2n1	-1
O=C(O)/C=C/C=C/c1ccccc1	9
CCOC(=O)[C@]1(C(NC(=O)OC)c2ccco2)CCCC1=O (stereo not given in full)	0
COc1ccc(-n2c(=O)cnc3cnc(Oc4ccccc4)nc32)cc1	5
CN(C)C(=O)[C@]1(C)C[C@H]1[C@H](NC(=O)CNC(=O)[C@@H]1CCCN1C(=O)[C@]1(C)C[C@H]1[C@H](NC(=O)OCc1ccccc1)c1ccccc1)c1ccccc1	-6
O=C(c1cnccn1)N1CCC2(CC1)CCN(c1ccncc1)CC2	-1
CC(C)[C@@H](CC(=O)N[C@@H]1CCCC[C@H]1C(=O)N[C@H](CC(=O)N[C@@H](CCC(=O)O)CC(=O)O)Cc1c[nH]c2ccccc12)NC(=O)C[C@H](Cc1c[nH]c2ccccc12)NC(=O)[C@@H]1CCCC[C@H]1N	1
COc1ccc(C(=O)N2CCC3(CCN(C(=O)Nc4ccccc4)CC3)CC2)cc1	-1
O=C(OC1Cc2c(O)cc(O)cc2OC1c1cc(O)c(O)c(O)c1)c1cc(O)c(O)c(O)c1 (stereo not given)	-14
O=c1c(-c2cccc(F)c2)nc2cncnc2n1Cc1ccccc1	0
O=S(=O)(Nc1cc(O)cc2cccnc12)c1ccc(Br)s1	-68*
C[C@]12CCC(=O)C=C1CCC1C3CC[C@](O)(C(=O)CO)[C@@]3(C)CC3OC312 (stereo not given in full)	0
C=CCC1(O)C=CCC2C3C4C(OC(C)(C)C)C2C1C34 (stereo not given)	-4
COC(=O)c1c(C)nc(C)c(C(=O)OC)c1-c1ccccc1[N+](=O)[O-]	1
COc1ccc2cc1Oc1ccc(cc1)CC1c3cc(c(OC)cc3CCN1C)Oc1c(OC)c(OC)c(OC)c3c1C(C2)N(C)CC3 (stereo not given)	-13
CC(=O)OCC1OC(C#CCCc2ccccc2)C=CC1OC(C)=O (stereo not given)	0
O=C(c1csnn1)N1CCC2(CC1)CN(Cc1cc(C(F)(F)F)cc(C(F)(F)F)c1)C2	2
CN1CCN(c2ncc3ncc(=O)n(C[C@H]4CCCO4)c3n2)CC1	6
O=c1cc(-c2ccc(O)c(O)c2)oc2cc(OC3OC(CO)C(O)C(O)C3O)cc(O)c12 (stereo not given)	-2
CCCCc1cc2c(cn1)=C(OC(=O)c1cccs1)C(C)(OC(=O)CC)C(=O)C=2 (stereo not given)	-6
COCCn1c(=O)c(-c2ccc(Cl)cc2)nc2cncnc21	-3
CO[C@H]1COC(=O)C/C=C\[C@H](C)[C@@H](OC)COC(=O)C/C=C\[C@@H]1C	2
CN(C)c1ncc2nc(CCc3ccccc3)c(=O)n(Cc3ccc(F)cc3)c2n1	-1

A few values from above.
Entry of O=C(c1ccncc1)N1CCC[C@@]2(CCN(c3ccccc3)C2)C1 under Coupling enz: -7
Entry of COc1ccc(NC(=O)N2CC[C@@]3(CCCN(C(=O)c4ccc(OC)cc4)C3)C2)cc1 under Coupling enz: 2
Entry of O=C(c1cnccn1)N1CCC2(CC1)CCN(c1ccncc1)CC2 under Coupling enz: -1
Entry of O=C(O)/C=C/C=C/c1ccccc1 under Coupling enz: 9

The main list resumes, starting four compounds before the break.
SMILES	Coupling enz
CCCCc1cc2c(cn1)=C(OC(=O)c1cccs1)C(C)(OC(=O)CC)C(=O)C=2 (stereo not given)	-6
COCCn1c(=O)c(-c2ccc(Cl)cc2)nc2cncnc21	-3
CO[C@H]1COC(=O)C/C=C\[C@H](C)[C@@H](OC)COC(=O)C/C=C\[C@@H]1C	2
CN(C)c1ncc2nc(CCc3ccccc3)c(=O)n(Cc3ccc(F)cc3)c2n1	-1
c1ccc2c(c1)OCCOCCOCCOCCO2	1
COCC(=O)N1CCC2(CCN(Cc3ccccc3)CC2)CC1	2
COc1cc(OC)cc(C2=Nn3c(nnc3-c3ccccc3OC)SC2)c1	0
COC(=O)CCCC1=CC2=C(c3ccccc3)C(=O)C(C)(OC(=O)C3CCCC3)C(=O)C2=CN1CCCOC(C)C (stereo not given)	-25
c1ccc(CNc2oc(-c3ccccc3)nc2-c2ccccc2)cc1	5
CCOC(=O)OCC1OC(c2ccccc2)C=CC1Oc1ccc(F)cc1C (stereo not given)	1
CCCn1c(C)nc2c(NCCOC)nc(C)nc21	-6
COCCNc1ncncc1-c1ccccc1OC	-2
CC(N)=NCCC[C@H](N)C(=O)O	2
Cc1cccc(CNc2ncncc2-c2ccccc2C)c1	2
COCCn1c(=O)c(C)nc2cnc(Oc3cccc(Cl)c3)nc21	2
CC1C=C[C@@H]2[C@H](C1)C(=O)N(Cc1ccccc1)[C@H]2c1ccccc1Br (stereo not given in full)	3
COC(=O)[C@@H]1C[C@H]1[C@@H](NC(=O)Oc1ccc(F)cc1)c1ccccc1	0
CCCCC/C=C\C/C=C\C/C=C\CC1OC1CCCC(=O)O (stereo not given)	2
CN(C)Cc1ccccc1-c1nc(N2CCOCC2)c2ccccc2n1	1
O=c1c(-c2ccccc2)nc2cnc(N3CCOCC3)nc2n1C1CC1	-7
COc1cc(C[C@H]2C(=O)OC[C@@H]2Cc2ccc(OC)c(OC)c2)ccc1O	3
NC(N)=NCCC[C@H](NC(=O)c1ccccc1)C(=O)Nc1ccc([N+](=O)[O-])cc1	0
COc1ccc(NC(=O)c2ccc(-c3ccc(-c4noc(C)n4)cc3C)cc2)cc1OCCN(C)C	1&0
COc1cc(OC)c2ccc(=O)oc2c1C(CCN1CCOCC1)c1ccc(N(C)C)cc1 (stereo not given)	-4
CN(C)c1ncc2nc(-c3ccc(F)cc3)c(=O)n(CCC#N)c2n1	1
N#CCCn1c(=O)c(CCc2ccccc2)nc2cnc(Nc3ccccc3)nc21	6
COc1ccc2c(c1)C(=O)[C@H](OC(=O)NS(=O)(=O)c1ccc(F)cc1)[C@@H](c1ccc(OC)c(Br)c1)O2	1
CC(C)OC(=O)c1cc2c(OC[C@@H](O)CNC(C)(C)C)cccc2[nH]1	-2
COc1cccc(-c2cncnc2NCc2cccnc2)c1	2
CS(=O)(=O)N1CCC2(CC1)CN(c1ncccn1)C2	-1
COc1cccc(Cn2c(=O)c(-c3ccc(F)cc3)nc3cnc(OC)nc32)c1	1
CC(C)(C)Nc1oc(-c2ccccc2)nc1-c1ccccc1F	2
CCNc1ncc2nc(-c3cc(F)cc(F)c3)c(=O)n(-c3ccc(OC)cc3)c2n1	-2
O=S(=O)(c1ccccc1)N1CCC2(CC1)CN(c1ncccn1)C2	-5
CO/N=C\[C@@H](NS(=O)(=O)c1ccc(C)cc1)[C@H](C)/C=C\CC(=O)OC	-3
O=C(c1ccncc1)N1CCC2(CCN(Cc3ccncc3)CC2)CC1	-2
CC1OCC23CC[C@@]4(C)CCC(C)(C)C[C@H]4[C@]2(C)CCC12C3CC[C@@]1(C)C2C(=O)CC(=O)[C@@H]1C (stereo not given in full)	2
O=C(O)c1ccccc1OP(=O)(O)O	0&1
